Bioassay records deposited in PubChem BioAssay by several laboratories.
PP5 inh – blocks human protein phosphatase 5 activity | purified PP5c, OMFP substrate fluorescence | inhibition, % at 6.7 µM | 320,000 compounds, 0.18% hits;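 active = inhibition above the campaign's mean inhibition across all tested compounds plus 3 SD, cut at about 9.5% in these data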;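 note: 0% = DMSO only and 100% = 100 µM cantharidin control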
Target sequence (P53041 whole entry, looked up): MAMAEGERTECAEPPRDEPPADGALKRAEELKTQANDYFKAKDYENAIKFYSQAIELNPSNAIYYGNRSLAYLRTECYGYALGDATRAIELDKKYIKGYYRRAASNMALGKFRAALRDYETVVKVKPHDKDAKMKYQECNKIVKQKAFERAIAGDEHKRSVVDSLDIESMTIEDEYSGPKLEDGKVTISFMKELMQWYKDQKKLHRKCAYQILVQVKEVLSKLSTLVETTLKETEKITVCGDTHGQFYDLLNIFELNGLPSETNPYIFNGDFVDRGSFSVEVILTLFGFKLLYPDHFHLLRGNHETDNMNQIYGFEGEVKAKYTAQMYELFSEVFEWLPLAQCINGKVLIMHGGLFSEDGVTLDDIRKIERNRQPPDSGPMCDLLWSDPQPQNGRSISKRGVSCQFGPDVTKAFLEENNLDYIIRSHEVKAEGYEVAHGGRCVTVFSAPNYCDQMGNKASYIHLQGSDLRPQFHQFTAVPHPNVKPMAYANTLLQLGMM
Efflux pump mplx – blocks antifungal efflux pumps in multiplex yeast assay; inhibition, % at 10 µM; 330,000 compounds, 0.44% hits; S. cerevisiae Candida pump triplex, Nile Red efflux;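 active = plate passing quality check with inhibition over a set limit, or well fluorescence over plate mean plus 4 SD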;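 note: Nile Red retained in pooled yeast measured as flow cytometry median fluorescence; 0% = buffer negative control and 100% = Enniatin B positive control; higher means more Nile Red kept so more efflux inhibition; some compounds called inactive have numbers as strong as hits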
TPT1 inhibitor – inhibitors of Candida albicans tRNA 2'-phosphotransferase TPT1; 300,000 compounds, 0.81% hits; recombinant caTPT1, FP RNA substrate dephosphorylation; AID 1962; inhibition, % at 5 µM;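 active = inhibition above the mean of all tested compounds plus 3 SD, set per screening campaign, cut at about 24% in these data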;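 note: plate controls were DMSO alone for no effect and ferristatin control at 100 nM for full effect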
EBNA-1 inhibitor – blocks EBNA-1 binding to DNA. EBNA-1 DNA binding, fluorescence polarization. inhibition, % at 14.8 µM. 300,000 compounds, 0.34% hits; in the data active = inhibition above about 28%
core dimer inh – HCV core protein dimerization inhibition; TR-FRET GST/Flag-core106 dimerization, 1536-well; inhibition, % at 5 µM; 300,000 compounds, 0.33% hits; AID 1899;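 active = inhibition above the mean of all tested compounds plus 3 SD, set per screening campaign, cut at about 45% in these data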
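Assay system – GST-tagged and Flag-tagged HCV core protein residues 1-106 · Quantity – core106 proteins, GST 13.5 nM and Flag 17 nM · Benchmarks – unlabelled core106 and no-GST-core106 wells · Read-out basis – percent inhibition of core106 dimerization signal · Detection – time-resolved FRET, ex 340 nm, em 617 and 671 nm · Schedule – 4 h at 22.5 °C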
ZTA DNA inh – blocks Epstein-Barr virus ZTA, an EBNA-1 counter-screen; P03206; ZTA-DNA binding, fluorescence polarization; inhibition, % at 11 µM; 320,000 compounds, 0.15% hits; in the data active = inhibition above about 33%
PP1 inh – counter-screen for PP5 inhibitors: inhibitors of human PP1-alpha; purified PP1alpha, OMFP fluorescence; inhibition, % at 6.7 µM; 320,000 compounds, 0.9% hits; AID 2235;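 active = inhibition above the mean inhibition of all tested compounds plus 3 SD, computed separately for each screening campaign, cut at about 15% in these data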
Target sequence (P62136 whole entry, looked up): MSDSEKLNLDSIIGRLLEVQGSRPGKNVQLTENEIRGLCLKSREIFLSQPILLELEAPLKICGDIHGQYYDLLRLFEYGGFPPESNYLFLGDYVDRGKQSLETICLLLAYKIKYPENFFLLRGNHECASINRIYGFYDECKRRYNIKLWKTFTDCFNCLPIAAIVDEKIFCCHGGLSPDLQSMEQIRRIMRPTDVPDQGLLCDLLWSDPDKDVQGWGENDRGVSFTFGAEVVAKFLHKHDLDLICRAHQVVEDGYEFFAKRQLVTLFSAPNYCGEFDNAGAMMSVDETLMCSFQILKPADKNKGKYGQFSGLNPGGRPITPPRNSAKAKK
PREPL inhibitor – inhibits the human prolyl oligopeptidase-like enzyme | Q4J6C6 | recombinant PREPL, fluorescence polarization activity-based probe | inhibition, % at 5.96 µM | 320,000 compounds, 0.68% hits; in the data active = inhibition above about 43%;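 note: 0% = enzyme with DMSO and 100% = wells lacking enzyme; many of its hits are not listed in these tables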
Fh CTSL1 inh – blocks F. hepatica cathepsin L1 in PFM18AAP counter-screen; recombinant F. hepatica cathepsin L1, Z-Leu-Arg-MCA fluorescence; inhibition, % at 5.96 µM; 300,000 compounds, 0.49% hits;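 active = inhibition above the mean of all tested compounds plus 3 SD, set per screening campaign, cut at about 17% in these data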;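 note: 0% = plate median of test compound wells and 100% = 1 µM Z-Phe-Ala-diazomethylketone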
* marks the source's active call; other numbers are inactive results; · = not tested or not shown.

The opening 5 compounds as a preview:
SMILES	PP5 inh	Efflux pump mplx	TPT1 inhibitor	EBNA-1 inhibitor	core dimer inh	ZTA DNA inh	PP1 inh	PREPL inhibitor	Fh CTSL1 inh
OC1(c2ccccc2Cl)NN=C2CCCCCN21 (stereo not drawn)	-0.5	0.0	-3	11	2	19	1	5	-1
Cc1nn(C)c(C)c1NC(=O)c1ccccc1NC(=O)Nc1ccccc1	-0.9	-0.1	2	-3	0	9	-4	-4	2
CCc1ccccc1NC(=O)C1CCCN(S(=O)(=O)c2c(C)noc2C)C1 (stereo not drawn)	0.2	-0.1	0	0	-5	7	-3	-6	0
O=C(/C=C/c1ccccc1)N/C(=C/c1ccccc1)C(=O)N1CCOCC1	-0.5	-0.1	-3	-7	-5	12	-2	-1	0
Cc1cc(C)c(CN2CCC(n3nccc3NC(=O)c3ccccc3Cl)CC2)cc1C	3.2	0.0	-1	-1	-16	2	0	6	-1

Results, from the start:
SMILES	PP5 inh	Efflux pump mplx	TPT1 inhibitor	EBNA-1 inhibitor	core dimer inh	ZTA DNA inh	PP1 inh	PREPL inhibitor	Fh CTSL1 inh
OC1(c2ccccc2Cl)NN=C2CCCCCN21 (stereo not drawn)	-0.5	0.0	-3	11	2	19	1	5	-1
Cc1nn(C)c(C)c1NC(=O)c1ccccc1NC(=O)Nc1ccccc1	-0.9	-0.1	2	-3	0	9	-4	-4	2
CCc1ccccc1NC(=O)C1CCCN(S(=O)(=O)c2c(C)noc2C)C1 (stereo not drawn)	0.2	-0.1	0	0	-5	7	-3	-6	0
O=C(/C=C/c1ccccc1)N/C(=C/c1ccccc1)C(=O)N1CCOCC1	-0.5	-0.1	-3	-7	-5	12	-2	-1	0
Cc1cc(C)c(CN2CCC(n3nccc3NC(=O)c3ccccc3Cl)CC2)cc1C	3.2	0.0	-1	-1	-16	2	0	6	-1
O=C(NCCc1cn2ccccc2n1)c1cc(COc2ccc3ncccc3c2)on1	0.0	-0.1	-4	8	4	8	1	-10	1
COc1cc(/C=C(\C#N)C(=O)Nc2ccccc2F)ccc1OCCN1CCOCC1	0.9	0.0	2	0	-5	-3	-3	-2	0
Cc1cc(C)cc(C(=O)NC2C(=O)N3C(C(=O)O)=C(CSc4nnc(C)s4)CSC23)c1 (stereo not drawn)	-11	-0.1	2	-5	8	-16	4	3	9
COc1ccc(CN(C)C(=O)CNC(=O)Cc2cccc3ccccc23)c(OC)c1OC	-1.3	0.1	4	-1	0	16	-1	14	-1
Cc1cc(=O)[nH]c(SCc2csc(-c3ccccc3)n2)n1	0.5	0.1	1	-1	-5	-6	3	4	1
COc1ccc(OCCCC(=O)NCCc2ccc(OC)c(OC)c2)cc1	4.2	0.2	-2	3	2	-13	-2	2	0
CCN1CCN(c2ccccc2NC(=O)c2ccc(-n3cccn3)cc2)CC1	0.4	0.1	·	·	·	-5	-3	17	·
CS(=O)(=O)c1ccc(Cl)c(NC(=O)COC(=O)c2cccc(C#N)c2)c1	-0.1	0.0	0	-2	-3	8	2	-4	-1
CC1(C)CC(=O)C2=C(C1)N(c1ccc(Cl)cc1)C(=O)C2(O)C(F)(F)F (stereo not drawn)	-1.1	0.3	3	-6	-1	1	0	-1	1
Cc1ccc(-n2c(CNC(=O)c3cccs3)nnc2SCC(=O)NO)cc1	2.0	0.0	-2	1	-3	0	4	28	-5
Cn1cc(CN(Cc2ccccn2)C[C@@H]2CCC(=O)N2)c(-c2ccccc2F)n1	3.2	0.1	-3	-11	-4	-11	-5	-3	-1
CCOC(=O)c1cnc(SCC(=O)OCC(=O)NC2CCS(=O)(=O)C2)nc1N (stereo not drawn)	3.2	0.3	-1	-11	-2	-6	-2	15	1
CCOc1ccc(NC(C)C(=O)N/N=C/c2ccc([N+](=O)[O-])cc2)cc1 (stereo not drawn)	1.7	0.1	-6	8	-8	17	-2	4	-2
CC1(C)OC(=O)N(CC(=O)Nc2cccc(C(F)(F)F)c2)C1(C)O (stereo not drawn)	0.5	0.1	2	-10	-2	-3	-1	-1	-1
COc1cccc(CNC(=O)CCC2CCCN(c3cc(C)nc(N)n3)C2)c1 (stereo not drawn)	2.4	0.1	0	3	0	6	-5	10	-1
Cc1ccc(/C=N/NC(=O)Nc2ccccc2)o1	-0.5	-0.1	-2	0	-4	3	3	1	5
CCC(c1nnnn1CCOC)N(Cc1cc2c(C)cc(C)cc2[nH]c1=O)CC1CCCO1 (stereo not drawn)	0.8	0.2	-28	-9	6	-13	-3	9	11
COc1ccc(-c2c(-c3cc(OC)cc(OC)c3)n(C)c3ccc(-c4ccc(S(N)(=O)=O)cc4)cc23)cc1	-1.8	0.3	·	·	·	22	-2	14	·
Cc1cccc(-n2c(Cn3nc(C)c([N+](=O)[O-])c3C)n[nH]c2=S)c1	1.8	0.0	3	5	1	-9	-5	4	0
COc1ccc(-c2nc(C)ncc2-c2csc(C)n2)c(O)c1	-1.1	0.0	-2	2	5	3	-6	7	10
SMILES	PP5 inh	Efflux pump mplx	TPT1 inhibitor	EBNA-1 inhibitor	core dimer inh	ZTA DNA inh	PP1 inh	PREPL inhibitor	Fh CTSL1 inh
OCC1(Cc2ccc(Cl)cc2)CCN(Cc2ccccc2F)CC1	1.8	0.0	-1	2	-3	-16	0	1	-3
Cc1ccc(C)c(Cn2nc(-c3cc(C)ccc3C)ccc2=O)c1	2.1	0.1	1	9	6	11	3	-3	2
NC1=C(c2ccccc2)C(=O)NC1=O	0.6	0.3	3	6	-2	3	-5	8	1
O=C1C(=O)N(C2CCCC2)C(=O)N1Cc1c(F)cccc1Cl	0.0	0.1	4	0	1	14	0	-9	2
COc1ccc(CN2C(=O)[C@@H]3C(c4ccc(F)cc4)=NO[C@@H]3C2=O)cc1	1.7	0.0	-10	0	-4	-10	-1	-16	-2
CCOc1ccc(OCc2ccc(C(=O)N3CCCC3)o2)cc1	0.4	0.1	0	-12	1	-4	-1	1	-5
Cc1ccc(-n2ncc3c(NCCCN4CCOCC4)ncnc32)c(C)c1	0.8	-0.1	0	-9	2	3	-2	-5	-2
CCOC(=O)Cc1csc(SCC(=O)Nc2cccc(C#N)c2)n1	-0.9	0.5	2	-14	1	-6	-1	-7	4
CCOc1ccccc1NC(=O)N1CCC(NC(=O)c2ccccc2C)CC1	1.9	0.0	-9	-10	-6	-13	1	-15	-2
Cc1cc(C)cc(N(CC(=O)NC(C)(C)C)C(=O)CCC(=O)Nc2nccs2)c1	2.6	0.0	-3	0	1	4	-1	-1	3
N=C1/C(=C\c2ccc(OC(=O)c3ccc(F)cc3)cc2)C(=O)N=C2SC(N3CCCC3)=NN12	-0.9	-0.1	4	-1	6	-2	1	33	1
O=C(COC(=O)/C=C/c1ccccc1)Nc1ccccc1Br	3.5	-0.1	-3	4	3	5	2	-2	-8
COc1ccc(OC)c(S(=O)(=O)Nc2ccc(O)c3ccccc23)c1	4.2	0.0	2	-13	0	7	2	24	-4
C(=N\Nc1nc(-c2ccccc2)cs1)/c1ccco1	2.3	-0.1	-1	3	-8	1	1	14	-2
O=C(COC(=O)c1cccc(S(=O)(=O)N2CCc3ccccc32)c1)NCc1ccco1	4.2	0.1	1	5	-2	-7	-3	-11	-2
Cc1c(CCO)sc[n+]1CC(=O)OCCC12CC3CC(CC(C3)C1)C2	2.3	0.2	-3	7	-12	-11	-3	-2	4
CCOC(=O)c1cc(C#N)c(SC)nc1C	2.7	-0.1	-1	2	1	-1	-2	7	-4
COC(=O)c1nc2n(n1)C(c1ccccc1OC)C1=C(CCCC1=O)N2 (stereo not drawn)	-0.4	-0.1	0	0	-4	-2	-4	-8	-1
CCOc1ccc2[nH]c3c(c2c1)CNCC3	2.5	0.1	3	-10	9	1	2	32	1
COc1ccccc1C(NC(C)=O)c1c(O)ccc2ccc(O)cc12 (stereo not drawn)	-1.0	-0.1	-4	2	2	9	-3	3	-7
COc1ccc(CCNCC(O)COc2cccc(C(C)=O)c2)cc1OC (stereo not drawn)	3.0	0.0	-2	-16	-8	-9	2	10	-3
Cc1ccc(C)c(CSc2nnc([C@@H](N)C(C)C)o2)c1	4.0	0.1	0	7	2	24	-17	-3	2
CS(=O)(=O)N1CCN(c2ccccc2NC(=O)c2cccnc2Cl)CC1	1.3	-0.1	-8	-6	-20	-11	-3	2	2
Cc1ccc(NC(=O)c2ccc(Cn3cc([N+](=O)[O-])cn3)cc2)c(C)c1	5.1	0.5	2	7	-3	2	-4	0	-6
COc1ccc(NC(=O)Cc2c(SC)c3ccccc3n2Cc2ccccc2)cc1	-1.8	-0.2	0	-5	-42	-6	-2	14	5

2 of the compounds above, field by field:
COc1ccccc1C(NC(C)=O)c1c(O)ccc2ccc(O)cc12 (stereo not drawn)
  PP5 inh: -1.0
  Efflux pump mplx: -0.1
  TPT1 inhibitor: -4
  EBNA-1 inhibitor: 2
  core dimer inh: 2
  ZTA DNA inh: 9
  PP1 inh: -3
  PREPL inhibitor: 3
  Fh CTSL1 inh: -7

Cc1ccc(NC(=O)c2ccc(Cn3cc([N+](=O)[O-])cn3)cc2)c(C)c1
  PP5 inh: 5.1
  Efflux pump mplx: 0.5
  TPT1 inhibitor: 2
  EBNA-1 inhibitor: 7
  core dimer inh: -3
  ZTA DNA inh: 2
  PP1 inh: -4
  PREPL inhibitor: 0
  Fh CTSL1 inh: -6

The list continues.
SMILES	PP5 inh	Efflux pump mplx	TPT1 inhibitor	EBNA-1 inhibitor	core dimer inh	ZTA DNA inh	PP1 inh	PREPL inhibitor	Fh CTSL1 inh
Cc1ccc(-n2nnnc2Sc2nc([N+](=O)[O-])nn2C)cc1	1.0	0.0	1	0	7	8	0	2	0
COc1cc(SC)ccc1C(=O)NCCOc1ccc(C)c(C)c1	2.9	0.0	1	-8	-2	0	1	-9	-2
CC1CCc2c(C(=O)OCC(=O)Nc3cccc(S(=O)(=O)N4CCCCCC4)c3)csc2C1 (stereo not drawn)	3.1	0.6	-3	11	12	2	7	7	-6
Cc1cc(NC(=O)CSc2nnc(-c3ccc4c(c3)OCCO4)o2)no1	0.9	0.0	-3	5	-3	-5	1	-4	0
Cc1ccc(NC(=O)CCC(=O)N/N=C/c2ccc(O)cc2O)cc1	1.3	0.1	-1	-10	5	-1	-3	3	-3
O=C(c1ccc2c(=O)n(Cc3ccccc3)c(=S)[nH]c2c1)N1CCCC1	1.4	-0.1	1	3	3	-15	0	-10	3
O=C(O)C1CCCN1C(=O)c1cccs1 (stereo not drawn)	2.2	-0.1	5	-15	-4	-6	4	0	-2
CCCSc1ccc(-c2nn(-c3ccccc3)cc2/C=C(/C#N)C(=O)N2CCOCC2)cc1	2.9	0.0	3	-2	6	4	5	-11	1
CCOC(=O)c1sc2nc(SCC(=O)NCc3ccco3)n(Cc3ccccc3)c(=O)c2c1C	2.8	0.1	4	-3	3	1	2	11	-2
O=C(Nc1nnc(-c2ccc3c(c2)CCCC3)o1)c1ccccc1Cl	3.5	0.9	2	4	10	-8	25*	-6	0
Cc1cc(-c2nn3c(-c4ccccc4)nnc3s2)c2ccccc2n1	1.1	0.0	-2	3	14	-6	3	3	3

Some of the compounds tested. The share of hits here may be higher or lower than overall.
